Compound activity: PubChem BioAssay, The Scripps Research Institute Molecular Screening Center
TAAR1 ag – human TAAR1 agonists, primary screen, Fluo-8 calcium fluorescence, CHO RD-HGA16 cells; activation, % at 3 µM; AID 624467, 2012; vehicle wells 0%, saturating PEA agonist 100%; 360,000 tested, 0.99% active; Trace amine-associated receptor 1 (Homo sapiens), Q96RJ0;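 active = activation above the mean activation of all test compounds in the run plus 3 SD, cut at about 38% in these data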
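Benchmarks: low control DMSO, high control PEA (EC100); System: CHO RD-HGA16 cells carrying human TAAR1 plus Gα16; Detection: Fluo-8 fluorescence, 5 s baseline then 140 s kinetic read; Schedule: 17-24 h plating, Fluo-8 75 min 37 °C, 30 min RT; Read-out basis: % activation from peak over basal fluorescence ratio, DMSO-to-PEA scaled.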
CHRM1 PAM – human M1 muscarinic receptor positive allosteric modulators, primary screen, CHO-K1 cells, Fluo-8 calcium fluorescence, 1536-well | CHO-K1 hM1, ACh EC20; 0% = ACh EC20, 100% = maximal ACh | activation, % at 3 µM | 360,000 tested, 0.088% active | AID 588819, 2011; in the data active = activation above about 19%, passing the limit was not always enough
M5 antag – human M5 muscarinic receptor antagonists, primary screen, CHO cells, Fluo-8 calcium fluorescence; inhibition, % at 3 µM; CHO-hM5 cells, ACh EC80; Muscarinic acetylcholine receptor M5 (Homo sapiens), P08912; 360,000 tested, 0.59% active; AID 624040, 2012;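 active = inhibition above a per-plate cutoff, the mean of that plate's test compounds plus 3 SD, cut at about 27% in these data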;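 note: 0% = acetylcholine EC80 with DMSO and 100% = DMSO without agonist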
Target sequence (P08912 whole entry, looked up): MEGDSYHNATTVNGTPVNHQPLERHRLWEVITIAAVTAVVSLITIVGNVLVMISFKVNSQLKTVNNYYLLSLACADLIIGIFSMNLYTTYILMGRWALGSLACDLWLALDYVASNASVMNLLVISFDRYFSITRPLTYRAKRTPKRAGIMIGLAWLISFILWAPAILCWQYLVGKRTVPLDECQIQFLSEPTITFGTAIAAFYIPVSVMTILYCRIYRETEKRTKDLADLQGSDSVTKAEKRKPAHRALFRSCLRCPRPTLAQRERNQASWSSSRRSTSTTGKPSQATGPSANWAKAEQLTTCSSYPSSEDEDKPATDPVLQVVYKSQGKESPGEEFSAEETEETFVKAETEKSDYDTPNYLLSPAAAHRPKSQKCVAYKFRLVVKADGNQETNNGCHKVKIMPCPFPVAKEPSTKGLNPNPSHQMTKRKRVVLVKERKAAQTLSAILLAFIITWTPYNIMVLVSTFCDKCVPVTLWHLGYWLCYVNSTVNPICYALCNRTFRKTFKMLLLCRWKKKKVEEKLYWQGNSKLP
CHRM4 agonist – human M4 muscarinic receptor agonists, primary screen, CHO-K1 cells, Fluo-8 calcium fluorescence. Muscarinic acetylcholine receptor M4 (Homo sapiens), P08173. CHO-K1 hM4/Gqi5; vehicle 0%, full acetylcholine response 100%. activation, % at 3 µM. 360,000 tested, 0.14% active. AID 624127, 2012;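 active = activation above the run mean over all test wells plus 3 SD, cut at about 32% in these data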;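 note: peak over basal fluorescence ratio per well then scaled between controls; 0% = DMSO wells and 100% = acetylcholine at EC100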
Target sequence (P08173 whole entry, looked up): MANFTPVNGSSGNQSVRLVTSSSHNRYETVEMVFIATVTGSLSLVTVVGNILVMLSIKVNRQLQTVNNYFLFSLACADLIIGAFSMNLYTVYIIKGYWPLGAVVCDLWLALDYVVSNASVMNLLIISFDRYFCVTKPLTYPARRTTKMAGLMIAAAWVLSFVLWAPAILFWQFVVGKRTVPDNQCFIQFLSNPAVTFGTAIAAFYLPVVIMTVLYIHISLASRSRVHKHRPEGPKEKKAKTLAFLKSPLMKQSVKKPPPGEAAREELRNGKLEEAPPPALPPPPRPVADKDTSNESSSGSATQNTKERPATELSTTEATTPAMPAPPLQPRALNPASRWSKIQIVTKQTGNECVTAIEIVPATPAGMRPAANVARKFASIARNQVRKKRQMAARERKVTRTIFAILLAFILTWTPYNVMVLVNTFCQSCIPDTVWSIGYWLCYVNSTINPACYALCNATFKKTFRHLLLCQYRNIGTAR
CHRM1 antagonist – human M1 muscarinic receptor antagonists, primary screen, CHO-K1 cells, Fluo-8 calcium fluorescence, 1536-well. inhibition, % at 3 µM. CHO-K1 hM1, ACh EC80 antagonist. Muscarinic acetylcholine receptor M1 (Homo sapiens), P11229. 360,000 tested, 1.3% active;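 active = percent inhibition above its own plate's cutoff, namely the mean of that plate's compound wells plus 3 SD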;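 note: peak over basal fluorescence ratio during 140 s after agonist addition; 0% = ACh EC80 plus DMSO and 100% = DMSO alone without agonist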
CHRM1 agonist – human M1 muscarinic receptor agonists, primary screen, Fluo-8 calcium fluorescence, CHO-K1 cells, HTS. activation, % at 3 µM. CHO-K1 hM1, agonist mode; 0% DMSO, 100% acetylcholine EC100. 360,000 tested, 0.33% active. Muscarinic acetylcholine receptor M1 (Homo sapiens), P11229;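 active = activation above the run's mean compound activation plus 3 SD, cut at about 16% in these data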;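 note: peak over basal fluorescence ratio within a 140 s kinetic read after compound addition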
M5 PAM – human M5 muscarinic receptor positive allosteric modulators, primary screen, CHO-K1 cells, Fluo-8 calcium fluorescence | CHO-K1 hM5, ACh EC20 PAM; 0% = ACh EC20, 100% = ACh EC100 | Muscarinic acetylcholine receptor M5 (Homo sapiens), P08912 | 360,000 tested, 0.3% active | activation, % at 3 µM | AID 624038, 2012;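 active = activation above the run cutoff, the mean activation of all test compounds plus 3 SD, cut at about 18% in these data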
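Assay system – human M5 receptor in CHO-K1 cells · Read-out – % activation, ACh-normalized · Technique – Fluo-8 calcium fluorescence · Dosing – single-point, 3 µM nominal · Incubation – Fluo-8 loading 80 min at 37 °C plus 30 min room temperature · Repeats – singlicate, one well per test compound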
M5 ag – human M5 muscarinic receptor agonists, primary screen, CHO-K1 cells, Fluo-8 calcium fluorescence; CHO-K1 hM5 cells; 0% DMSO wells, 100% maximal acetylcholine response; activation, % at 3 µM; 360,000 tested, 0.19% active;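 active = activation above the run's mean over test compounds plus 3 SD, cut at about 23% in these data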;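 note: signal is peak over basal fluorescence ratio across the kinetic read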
M4 antag – human M4 muscarinic receptor antagonists, primary screen, CHO cells, Fluo-8 calcium fluorescence; Muscarinic acetylcholine receptor M4 (Homo sapiens), P08173; CHO-hM4 cells, ACh EC80; inhibition, % at 3 µM; 360,000 tested, 0.73% active; AID 624125, 2012;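 active = inhibition above its plate's cutoff, the mean inhibition of sample wells plus 3 SD, cut at about 27% in these data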;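 note: 0% = acetylcholine EC80 with DMSO and 100% = DMSO without agonist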
Starred values were filed as active, the others as inactive. These rows are one share of the data. The share of hits here may be higher or lower than overall.

SMILES | TAAR1 ag | CHRM1 PAM | M5 antag | CHRM4 agonist | CHRM1 antagonist | CHRM1 agonist | M5 PAM | M5 ag | M4 antag
CCN(c1ccc(F)cc1)S(=O)(=O)c1ccc2[nH]cc(C(=O)NCCCN3CCOCC3)c(=O)c2c1 | -1 | 5 | 2 | 2 | 6 | -5 | 6 | -2 | -2
COc1ccccc1NC(=O)COC(=O)C12CC3CC(CC(Br)(C3)C1)C2 | 8 | 2 | 9 | 2 | -2 | -6 | -19 | -6 | -14
CC1CCCN(CCCNC(=O)c2ccc(CS(=O)(=O)c3c(Cl)cccc3Cl)o2)C1 (stereo unspecified) | 0 | -21 | 5 | 0 | 57* | -5 | -1 | -11 | 13
O=C(c1cc(-c2ccccc2Cl)nc2ccccc12)N1CCN(c2ccccc2O)CC1 | 14 | -2 | 10 | 15 | 12 | -1 | -5 | -2 | 2
CCC1CCc2sc(C(=O)NCC(c3ccccc3OC)N3CCCC3)cc2C1 (stereo unspecified) | 8 | -21 | 6 | 3 | 43* | -6 | -45 | -13 | 9
COc1ccc(Cl)cc1C(=O)OCC(=O)Nc1sccc1C(N)=O | 24 | -14 | 2 | 24 | 13 | 7 | -17 | 7 | -2
O=C(O)Cn1nc2c3c(cccc3c1=O)-c1ccccc1-2 | 5 | 11 | 7 | 2 | -11 | 1 | -1 | -1 | 6
Cc1cccc(OCCn2nc(C(=O)O)c3ccccc3c2=O)c1 | 16 | -3 | 3 | 3 | -9 | 3 | 2 | 5 | -6
COc1cccc(C(C(=O)NC2CCCC2)N(Cc2ccccc2OC)C(=O)c2ccco2)c1 (stereo unspecified) | 5 | 3 | 1 | 1 | -2 | -3 | -3 | -1 | -2
O=C(O)CC1SC(=O)N(CC(=O)c2ccccc2)C1=O (stereo unspecified) | 1 | 1 | 1 | 0 | -4 | -1 | -2 | 0 | -2
CCOC(=O)c1ccc(NC(=S)NCCC2=CCCCC2)cc1 | 10 | -12 | 18 | 12 | 26 | -2 | -15 | 5 | 9
CCOc1ccc2[nH]cc(C(=O)NCc3ccccc3)c(=O)c2c1 | 3 | 1 | 8 | 7 | -13 | -4 | -2 | -7 | -4
O=C(c1cccc(S(=O)(=O)Nc2ccccc2Cl)c1)N1CCN(c2ccccc2O)CC1 | 15 | 0 | -3 | 9 | -2 | -2 | -6 | 5 | 15
CCN1/C(=C2\C(=O)N(C)C(=S)N2C)C=Cc2cc(OC)ccc21 | 4 | 4 | -6 | 0 | -1 | -10 | 2 | -5 | 2
Cc1ccc(C2NC(=S)NC3=C2N2CCC3CC2)cc1 (stereo unspecified) | 2 | 4 | -7 | 0 | 4 | -4 | 3 | 0 | 1
N#Cc1c(Nc2ccccc2)sc(C(=O)c2ccc(F)cc2)c1N | 0 | 4 | 0 | 1 | 6 | -3 | -4 | 2 | -4
COc1cc2cc(C)nc(Cc3cccc4ccccc34)c2cc1OC | 2 | 15 | -1 | -1 | -15 | 2 | 7 | -3 | -2
COC(c1ccc(Cl)cc1)(c1ccc(Cl)cc1)C(Oc1nc(C)cc(C)n1)C(=O)O (stereo unspecified) | 1 | 12 | -5 | 0 | -19 | -1 | 15 | 5 | -8
S=C(NCCN1CCOCC1)Nc1ccc(-c2nc3ccccc3[nH]2)cc1 | 7 | 7 | 7 | 4 | 4 | -5 | -8 | -2 | -7
Cc1ccc(C(=O)Nc2nnc(-c3ccco3)o2)cc1C | 1 | 5 | 1 | 0 | -7 | -6 | 1 | -3 | 9
Cc1ccc(Nc2nc(-c3cccnc3)cs2)cc1Cl | -1 | 3 | -1 | -1 | -4 | -8 | -2 | -13 | -5
COc1ccc(-c2nnc(SCC(=O)Nc3sc4c(c3C#N)CCC4)n2CC2CCCO2)cc1 (stereo unspecified) | 8 | -3 | -4 | 3 | 7 | -4 | -3 | -4 | -1
Cc1nc(NC(=O)COc2ccccc2)sc1C(=O)Nc1cccc(Cl)c1 | 4 | 5 | -3 | 3 | -9 | -3 | -7 | -1 | -9
C/C=C(\C)C(=O)NCCN1C2=NC[C@@H](C)N2C[C@H]1Cc1ccc(O)cc1 | 13 | 6 | -4 | 0 | -9 | -5 | 13 | -2 | 0
O=C(O)c1cccc(NS(=O)(=O)/C=C/c2ccccc2)c1 | 6 | 8 | -10 | 0 | -5 | -4 | 2 | -1 | 2
SMILES | TAAR1 ag | CHRM1 PAM | M5 antag | CHRM4 agonist | CHRM1 antagonist | CHRM1 agonist | M5 PAM | M5 ag | M4 antag
CCCn1c(N)c(N(CCOC)C(=O)CSc2cc(C)c3cccc(C)c3n2)c(=O)[nH]c1=O | 4 | -6 | 3 | 0 | 19 | -3 | 3 | -1 | -1
Cc1ccc(C(=O)N2CCN(S(=O)(=O)N3CCOCC3)CC2)cc1 | 5 | 11 | -15 | 3 | -9 | -3 | -1 | 1 | -3
O=C(/C=C/c1ccccc1)N1CCN(c2ccc([N+](=O)[O-])c(N3CCOCC3)c2)CC1 | 8 | -1 | -2 | 10 | -1 | -1 | -14 | -10 | 3
OC[C@H]1O[C@@H](c2nc(-c3nc(-c4ccc(F)cc4)no3)cs2)[C@H](O)[C@@H](O)[C@H]1O | 1 | -3 | 6 | 5 | 1 | -1 | -2 | 1 | 4
CCC(C)NC(=O)[C@H]1N2C(=O)c3ccccc3C2SC1(C)C (stereo partly specified) | 1 | 12 | 12 | 0 | -18 | -5 | -2 | -5 | -3
O=C1CN(c2ccc(Cl)cc2)C(=O)CN1NC(=S)Nc1ccc(Cl)cc1 | 20 | 8 | -1 | 2 | -14 | 1 | 4 | 3 | 1
CN(C)C(=O)c1cccc(-c2cnc3c(NC=O)cc(-c4ccc(N(C)C)cc4)cn23)c1 | 3 | -2 | 3 | 15 | -12 | 0 | -7 | 11 | -4
COc1ccc2c(c1)c(C(=O)N/N=C/c1cccc(Br)c1)c(C)n2C | 28 | 10 | -5 | 4 | -14 | 8 | 5 | 11 | -8
COc1ccc(-c2ccc(NC(=O)c3ccc(Br)o3)cc2)nn1 | 3 | 6 | 6 | 1 | -20 | 0 | 1 | 4 | -9
C/C(=N\Nc1nc(-c2ccccc2O)nc2ccccc12)c1ccccc1 | 1 | -3 | 8 | 1 | 8 | -3 | -2 | -1 | -6
CCOc1ccc(NC(=O)[C@@H](NC(=O)c2ccccc2)[C@@H](C)CC)cc1 | 4 | 2 | -7 | -2 | 5 | -5 | 3 | 0 | -1
Cc1ccccc1OCCSc1nc2ccccc2n1CCC(=O)O | 3 | -3 | 12 | 0 | 0 | -5 | -6 | 1 | 6
O=C(NCCO)N1c2ccccc2Sc2ccccc21 | 1 | 8 | 1 | 0 | -10 | -5 | -4 | -8 | 1
Cc1nn(C(=O)CCCC(=O)NCc2ccccc2)c2ccccc12 | -1 | 1 | 3 | 2 | 1 | -3 | -4 | -4 | -7
Cc1ccc(CNC(=O)CN(C(=O)C2(C)CC(=O)N=C3C=CC=CN32)c2ccccc2F)cc1 (stereo unspecified) | -1 | 2 | 5 | 1 | -6 | -11 | 0 | -2 | 2
COc1ccc(C(=O)NCc2nnc(SCC(=O)NC3=NCCS3)n2C)cc1 | 3 | 0 | 4 | 0 | 3 | -7 | 2 | -3 | 2
Cc1ccccc1C(=O)NC1CCN(CC(=O)N2CCCCC2C)CC1 (stereo unspecified) | -3 | 6 | 3 | 1 | -11 | -10 | 5 | -3 | -4
FC(F)(F)c1cccc(NC(=S)N(CCCN2CCCC2)Cc2cccn2Cc2ccc(Cl)cc2)c1 | 22 | 1 | 0 | 7 | -2 | -5 | 7 | -11 | 8
CCOC(=O)c1ccc(-n2ccnc2)c(NC(=O)c2ccc(Cl)cc2)c1 | 1 | 13 | -6 | 0 | -9 | -8 | 6 | -6 | 7
COc1ccc(NC(=O)CCNS(=O)(=O)c2ccc3c(c2)CC(C)N3C(=O)C2CC2)cc1 (stereo unspecified) | 2 | -4 | -3 | 6 | 12 | -1 | 0 | -3 | -3
COc1ccc(NC(=O)c2cnc(SCC(=O)NCCc3ccccc3)n(C)c2=O)cc1 | 2 | 10 | 13 | 1 | -14 | 2 | -1 | 0 | -7
NC(=O)CC(NC(=O)Cc1cccc2ccccc12)c1ccc(N2CCN(c3ccc(F)cc3)CC2)c([N+](=O)[O-])c1 (stereo unspecified) | 9 | 12 | 6 | 2 | -9 | -6 | -3 | 3 | -1
Cn1c(=O)c2cc(NC(=O)Cc3ccccc3F)ccc2n1-c1ccc(C(C)(C)C)cc1 | 3 | -7 | 9 | 0 | 0 | -6 | -8 | -3 | -6
CCCN(CC(=O)Nc1ccccc1C)C(=O)COC(=O)c1cnc(C)cn1 | 1 | 11 | 3 | 1 | -4 | 2 | 2 | 0 | -10
COc1cc(OC)c2c(-c3ccccc3)cc(=O)oc2c1C(CCN1CCOCC1)c1ccc(N(C)C)cc1 (stereo unspecified) | 5 | 10 | 2 | 1 | -22 | -4 | 4 | -1 | 2
SMILES | TAAR1 ag | CHRM1 PAM | M5 antag | CHRM4 agonist | CHRM1 antagonist | CHRM1 agonist | M5 PAM | M5 ag | M4 antag
O=C1C=C(c2ccc3[nH]ccc3c2)C[C@@H](c2ccc(Cl)cc2)C1 | 3 | 5 | -3 | 4 | -7 | -2 | 6 | 2 | -14
CC(C)C[C@H]1CNC(=S)N1CC1CCCN1C[C@H](Cc1ccccc1)N1C[C@H](Cc2ccc(O)cc2)N(CC2CCCCCC2)C1=S (stereo partly specified) | 0 | 0 | -8 | 1 | -8 | -3 | 2 | 1 | -19
Cc1nn(CC2CC2)c(=O)n1-c1cccc(Cl)c1 | 2 | 6 | 7 | 1 | -6 | -4 | 1 | -1 | -3
O=C(CNC(=O)c1cccs1)OCc1ccc(Br)cc1 | 0 | 0 | 17 | 2 | 1 | -2 | -7 | -4 | -1
CC1(C)CC(=NOC(=O)c2ccccc2)CC(C)(C)N1O | 6 | 2 | -4 | 2 | -10 | -4 | -1 | -2 | -21
CSc1ncc(Cl)c(C(=O)Nc2ccc(C)c(C)c2)n1 | -3 | -3 | 9 | -3 | 2 | -7 | -1 | -8 | -6
CCOC(=O)Nc1cc(C)c(Cl)cc1OC | 8 | 9 | -1 | -1 | -9 | -5 | -2 | -2 | 6

Looked up above:
CC1(C)CC(=NOC(=O)c2ccccc2)CC(C)(C)N1O @ M5 ag: -2
CSc1ncc(Cl)c(C(=O)Nc2ccc(C)c(C)c2)n1 @ CHRM4 agonist: -3
